Screening data from PubChem BioAssay.
HRas wt GTP = modulators of GTP binding to human HRas wildtype | P01112 | GST-Ras wt beads, Bodipy-FL-GTP binding, flow cytometry; actives lie on both sides | GTP binding activity, % at 10 µM | 0.14% of 190,000 active;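 active = GTP binding activity at least 20% away from the 100% baseline, either lowered as inhibitor or raised as activator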;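 also: 0% = unlabeled GTP competition control and 100% = no-compound control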
Target sequence (P01112 whole entry, looked up): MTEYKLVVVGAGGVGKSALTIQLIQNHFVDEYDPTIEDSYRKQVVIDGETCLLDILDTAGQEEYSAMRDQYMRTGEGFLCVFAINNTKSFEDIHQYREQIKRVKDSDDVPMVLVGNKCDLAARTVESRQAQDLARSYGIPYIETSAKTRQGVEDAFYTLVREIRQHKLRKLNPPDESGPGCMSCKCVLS
Mcl1-Bid inh = disrupts binding of human Mcl-1 to Bid peptide; TR-FRET Mcl-1/Bid-Dy647 peptide binding, 1536-well; AID 1021; 0.97% of 220,000 active; inhibition, % at 21.7 µM; Q07820;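 active = compounds that cut the binding signal by more than half at the single screening dose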;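 also: His-tagged Mcl-1 with europium anti-His antibody binding Bid BH3 peptide; 0% = Mcl-1 plus peptide wells and 100% = peptide-only wells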
Target sequence (Q07820 whole entry, looked up): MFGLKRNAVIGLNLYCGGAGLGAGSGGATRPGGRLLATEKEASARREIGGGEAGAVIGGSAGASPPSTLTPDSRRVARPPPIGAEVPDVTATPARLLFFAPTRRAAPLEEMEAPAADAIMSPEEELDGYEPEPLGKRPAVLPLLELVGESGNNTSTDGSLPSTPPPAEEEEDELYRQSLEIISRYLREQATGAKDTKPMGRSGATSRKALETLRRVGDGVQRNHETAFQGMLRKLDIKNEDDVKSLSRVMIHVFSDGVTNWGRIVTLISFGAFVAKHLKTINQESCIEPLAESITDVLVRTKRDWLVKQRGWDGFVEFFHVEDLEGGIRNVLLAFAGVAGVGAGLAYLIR
Rac1 wt GTP bind = human Rac1 wildtype GTP binding, inhibitors and activators; GTP binding activity (% of control), % at 10 µM; P63000; GST-Rac1 beads, fluorescent GTP binding, flow cytometry; actives lie on both sides; 0 = cold GTP competed, 100 = untreated; 0.27% of 190,000 active;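 active = GTP binding activity at least 20 points away from the 100% control level, either lower or higher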
Rab2 wt GTP = changes GTP binding to wildtype dog Rab2A, up or down. GST-Rab2 wt beads, Bodipy-GTP binding, flow cytometry. GTP binding activity, % at 10 µM. AID 760. 0.19% of 190,000 active;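 active = GTP binding activity at least 20 points away from 100%, either lowered or raised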;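 also: 0% = beads with excess unlabeled GTP and 100% = no-compound control corrected for plate trend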
Rac1 mut GTP = alters GTP binding to activated mutant human Rac1. GST-Rac1 activated beads, fluorescent GTP binding, flow cytometry; actives lie on both sides; 100% means binding = to untreated wells. percent activity (GTP binding), % at 10 µM. 0.11% of 190,000 active. AID 764;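 active = GTP binding at least 20 percentage points away from the 100% baseline, in either direction, so actives lie on both sides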
Bim-Mcl-1 = inhibitors of Bim-Mcl-1 interaction, human; inhibition, % at 10 µM; Bead-based flow cytometry, Bim peptide-Mcl-1 binding; AID 1009; Q07820; 0.1% of 190,000 active; in the data active = inhibition above about 40%;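 also: 0% = no compound tracer wells and 100% = peptide blocker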
RGS8-Gao reg = human RGS8-Galphao interaction regulation; response (percent of control binding), % at 10 µM; multiplexed bead flow cytometry, RGS8-Galphao binding; actives lie on both sides; 0.34% of 220,000 active; AID 1423; in the data active = response below about 60% or above about 140%; inactive = in between;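 also: Galphao activated as the GDP aluminium fluoride complex binding bead-coupled RGS8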
Target sequence (P09471 whole entry, looked up): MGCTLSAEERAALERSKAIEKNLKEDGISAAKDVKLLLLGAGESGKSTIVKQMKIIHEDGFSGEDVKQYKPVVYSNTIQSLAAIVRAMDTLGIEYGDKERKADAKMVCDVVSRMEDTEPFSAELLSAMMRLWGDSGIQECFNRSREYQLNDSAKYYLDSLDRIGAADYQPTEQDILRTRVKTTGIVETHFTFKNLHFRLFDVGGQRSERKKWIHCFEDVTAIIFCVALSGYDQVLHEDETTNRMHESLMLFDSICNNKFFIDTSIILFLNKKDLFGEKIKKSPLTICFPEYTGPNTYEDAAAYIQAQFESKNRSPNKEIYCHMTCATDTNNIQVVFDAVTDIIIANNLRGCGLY
Cdc42 wt GTP = changes GTP binding to wildtype human Cdc42; P60953; GST-Cdc42 beads, Bodipy-GTP binding, flow cytometry; actives lie on both sides; percent activity (GTP binding), % at 10 µM; 0.2% of 190,000 active; AID 761;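 active = percent activity GTP binding at least 20 points away from the 100% baseline, either down as inhibitor or up as activator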;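 also: median bead fluorescence of bound Bodipy-FL-GTP at 100 nM; 0% = excess unlabeled GTP control and 100% = no compound control; below 100% means less GTP binding so inhibitor and above means activator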
Mcl1 Noxa PPI = disrupts binding of human Mcl-1 to Noxa peptide; TR-FRET Mcl-1/Noxa peptide binding, 2 h; inhibition, % at 21.7 µM; 1.5% of 220,000 active; AID 1022;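 active = compounds that cut the protein-peptide binding signal by more than 50% relative to plate controls in a single-dose test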;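 also: His-tagged Mcl-1 with rhodamine Noxa BH3 peptide and terbium anti-His antibody; 0% = Mcl-1 plus Noxa peptide wells and 100% = peptide-only wells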
Pf gamet viab = inhibitors of late stage P. falciparum gametocyte viability; P. falciparum stage V gametocytes, ATP luminescence, 24 h; inhibition, % at 10.9 µM; 0.065% of 150,000 active; AID 743093;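 active = inhibition above the mean plus 3 SD of compounds within the control limits, set per campaign, cut at about 38% in these data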;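 also: 0% = DMSO wells and 100% = medium only without gametocytes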
Rab7 wt modul = modulators of GTP binding to dog Rab7 wildtype GTPase. GST-Rab7 beads, fluorescent GTP binding, flow cytometry; actives lie on both sides; untreated = 100%, excess cold GTP = 0%. GTP binding activity (percent of control), % at 10 µM. 0.055% of 190,000 active;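 active = fluorescent GTP binding to Rab7 beads changed by at least 20 points from the 100% baseline, either direction, mostly lower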;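 also: median green fluorescence of bound Bodipy-FL-GTP per Rab7 bead population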
* hit, by the source's call; / = no result given; [ ] = remark or other dose.

SMILES	HRas wt GTP	Mcl1-Bid inh	Rac1 wt GTP bind	Rab2 wt GTP	Rac1 mut GTP	Bim-Mcl-1	RGS8-Gao reg	Cdc42 wt GTP	Mcl1 Noxa PPI	Pf gamet viab	Rab7 wt modul
Cc1cc(C(=O)NNC(=O)C2CCCC2)c(C)o1	98.0	-6.6	100.0	98.0	97.0	0.0	103.6	97.0	9.4	-9.3	97.0
Clc1ccc(-c2cc(CSc3cccc(Cl)c3)on2)cc1	92.0	-4.4	94.0	90.0	92.0	-3.0	94.9	88.0	2.9	-7.1	91.0
CN(C)CCNC(=O)/C=N/O	101.0	13.8	102.0	101.0	100.0	0.0	100.2	103.0	3.1	7.9	100.0
O=C(CCS(=O)(=O)c1cccc2nsnc12)NCc1ccccc1Cl	104.0	-2.4	103.0	107.0	102.0	-3.0	101.6	103.0	3.5	-0.1	99.0
COc1cccc(C2C3=C(N=c4s/c(=C\c5ccccc5O)c(=O)n42)c2ccccc2CC3)c1OC (stereo not given)	101.0	-12.9	102.0	100.0	94.0	2.0	102.0	103.0	10.8	/	105.0
CC(C)(O)C1Cc2cc(/C=C/C(=O)O)c(O)cc2O1 (stereo not given)	101.0	-24.8	100.0	99.0	95.0	-6.0	102.7	95.0	61.0*	5.5	106.0
CCN(Cc1cnn(C)c1)Cc1nc(C2(c3ccc(C)cc3)CCCC2)no1	95.0	-20.5	99.0	95.0	95.0	-6.0	103.6	97.0	9.6	19.7	97.0
CC(C)(C)c1cc(NC(=O)COc2ccc(Br)cc2)n(-c2ccccc2)n1	97.0	-2.9	95.0	96.0	94.0	-3.0	100.3	96.0	-1.2	/	99.0
CC(NCc1cc(Br)ccc1OCC(=O)NCc1ccccc1)c1ccccc1 (stereo not given)	100.0	-12.8	103.0	97.0	99.0	0.0	96.2	99.0	5.4	/	101.0
Cc1nc(-c2cn[nH]c2-c2ccc(O)cc2O)cs1	101.0	-18.7	106.0	100.0	101.0	1.0	100.6	105.0	10.2	3.8	100.0
Cc1csc(NC(=O)c2sc3nc(-c4cccs4)ccc3c2N)n1	95.0	-28.9	102.0	93.0	96.0	-3.0	101.7	93.0	12.5	/	98.0
CCOc1ccc2nc(N3CCC(C(=O)N4CCN(C5CCCCC5)CC4)CC3)sc2c1	103.0	-21.9	104.0	103.0	100.0	0.0	105.2	102.0	12.1	/	103.0

Only Rab7 wt modul and Rac1 mut GTP (3 entries from above):
SMILES	Rab7 wt modul	Rac1 mut GTP
CC(C)(O)C1Cc2cc(/C=C/C(=O)O)c(O)cc2O1 (stereo not given)	106.0	95.0
CCN(Cc1cnn(C)c1)Cc1nc(C2(c3ccc(C)cc3)CCCC2)no1	97.0	95.0
CC(C)(C)c1cc(NC(=O)COc2ccc(Br)cc2)n(-c2ccccc2)n1	99.0	94.0

The list goes on.
SMILES	HRas wt GTP	Mcl1-Bid inh	Rac1 wt GTP bind	Rab2 wt GTP	Rac1 mut GTP	Bim-Mcl-1	RGS8-Gao reg	Cdc42 wt GTP	Mcl1 Noxa PPI	Pf gamet viab	Rab7 wt modul
CCOC(=O)N1CCN(C(=O)/C=C/c2ccc([N+](=O)[O-])cc2)CC1	96.0	4.2	97.0	96.0	98.0	-6.0	100.3	97.0	13.5	/	96.0
Cc1ccccc1C(=O)N1CCN(c2ccc([N+](=O)[O-])c(N3CCOCC3)c2)CC1	101.0	-28.8	102.0	97.0	98.0	0.0	98.3	102.0	9.3	3.4	97.0
CN(c1cccc(NC(=O)COc2ccc(Cl)cc2Cl)c1)S(C)(=O)=O	103.0	7.1	105.0	104.0	99.0	0.0	92.8	104.0	19.9	/	101.0
O=C(CN(Cc1ccc(F)cc1)C(=O)c1ccco1)NCc1ccc(F)cc1	100.0	-9.9	105.0	97.0	100.0	-5.0	98.7	101.0	6.0	/	97.0
CC(C)N(C(=O)Nc1ccc2nsnc2c1)C(C)C	95.0	-57.8	96.0	96.0	94.0	1.0	89.0	96.0	0.7	19.8	95.0
Cc1cc(C)c(S(=O)(=O)Nc2ccc(O)cc2)c(C)c1	98.0	-12.1	110.0	100.0	103.0	1.0	141.2*[activator]	102.0	-10.2	9.5	95.0
COc1ccc(C(=O)Nc2cccnc2)cc1C(=O)Nc1cccnc1	100.0	14.7	101.0	99.0	100.0	0.0	79.8	102.0	12.6	/	101.0
CCOc1ccc(N(CC(=O)NCC(C)C)S(C)(=O)=O)cc1	100.0	-17.2	101.0	97.0	98.0	5.0	100.6	102.0	-4.9	/	92.0
COc1cc(CNc2nnnn2C)ccc1OCc1ccc(F)cc1Cl	98.0	4.3	98.0	98.0	95.0	-1.0	98.4	97.0	9.2	-21.2	99.0
CC1=C(C(=O)Nc2ccccc2)C(c2coc3ccccc3c2=O)C2=C(CCCC2=O)N1 (stereo not given)	100.0	-49.0	102.0	98.0	95.0	-3.0	103.8	100.0	-3.1	-27.0	100.0
COc1cccc2cc(C(=O)NCCc3c[nH]c4ccccc34)c(=O)oc12	95.0	-7.5	97.0	96.0	91.0	-1.0	99.9	90.0	18.3	-10.3	99.0
CCc1ccc(/C=N\NC(=O)c2ccc(Br)o2)s1	98.0	4.2	102.0	98.0	101.0	-1.0	100.6	101.0	-7.4	-18.8	98.0
O=C(Nc1cc(S(=O)(=O)N2CCCCC2)ccc1Cl)c1ccccc1NS(=O)(=O)c1ccc(F)cc1	94.0	17.3	96.0	87.0	93.0	-3.0	89.1	92.0	35.0	4.4	90.0
O=C(Nc1cccnc1)C1OCCc2ccccc21 (stereo not given)	101.0	-3.7	101.0	99.0	98.0	-5.0	97.2	99.0	-1.7	17.0	99.0
COC1=C(c2ccccc2)C(=O)c2ccccc2C1=O	97.0	-48.0	100.0	94.0	96.0	-20.0	93.4	99.0	30.1	-5.5	101.0
O=C(OCc1ccccc1)N1CCOCCN(C(=O)OCc2ccccc2)CCOCC1	95.0	-30.8	98.0	96.0	94.0	-3.0	101.8	93.0	-16.3	-0.1	100.0
N/C(Cc1ccc([N+](=O)[O-])cc1)=N\OC(=O)COc1cccc2ccccc12	95.0	18.4	96.0	96.0	95.0	-4.0	99.6	93.0	13.7	/	96.0
COc1ccccc1N1CCN(C(=O)c2cn(-c3ccccc3)nc2-c2cccnc2)CC1	100.0	-63.0	96.0	100.0	95.0	0.0	99.9	99.0	10.4	/	102.0
CC(NC(=O)COC(=O)/C=C/c1cccc(C(F)(F)F)c1)c1ccccc1 (stereo not given)	99.0	-12.5	101.0	96.0	97.0	-1.0	76.1	103.0	-1.5	6.1	100.0
Cc1nc(-c2ccccc2)sc1C(=O)CSc1ccc(Br)cc1	92.0	-2.3	88.0	87.0	84.0	-2.0	103.8	87.0	-14.9	19.8	88.0
Cc1ccc(CN2C(=O)CCC2C(=O)NCCN(CC(C)C)CC(C)C)cc1 (stereo not given)	98.0	-9.1	101.0	99.0	97.0	0.0	108.3	99.0	15.3	/	101.0
Cc1nn(-c2ccccc2)c(C)c1C(=O)OC/C(O)=C(\C#N)c1nc2ccccc2[nH]1	99.0	-38.8	102.0	101.0	96.0	-3.0	101.9	101.0	-98.6	0.3	99.0
COc1ccccc1CNC(=O)C1CC(=O)N(C2CCCC2)C1 (stereo not given)	97.0	0.3	99.0	97.0	97.0	-4.0	100.1	98.0	-1.0	/	100.0
CCc1cccc(C)c1NC(=O)c1ccccc1	98.0	-0.2	101.0	99.0	95.0	-2.0	101.8	100.0	13.0	6.1	107.0
COCCN(C(=O)CCC(=O)Nc1nccs1)C(C(=O)NC(C)(C)C)c1ccc(Cl)cc1 (stereo not given)	94.0	-3.5	103.0	97.0	96.0	0.0	102.4	100.0	12.7	-14.6	98.0
CCCCSc1nc2c(cnn2-c2ccc(Cl)cc2)c(=O)[nH]1	102.0	-2.8	100.0	101.0	98.0	0.0	100.2	100.0	-4.9	/	103.0
O=c1cc(CSc2ccc(Cl)cc2)nc2nc[nH]n12	104.0	13.1	104.0	105.0	101.0	-2.0	103.6	104.0	21.9	2.0	102.0
CCN1CCN(c2ccc(NC(=O)CCc3c(C)nc4c(-c5ccccc5)c(C)nn4c3C)cc2)CC1	99.0	-30.1	101.0	97.0	98.0	-4.0	105.6	99.0	13.3	/	97.0
Cc1ccsc1C(=O)Nc1cc(C(C)(C)C)nn1-c1ccccc1	101.0	-48.8	97.0	100.0	99.0	-3.0	91.5	101.0	-12.1	/	98.0
N#Cc1nc(-c2cccs2)oc1NCc1ccccc1Cl	93.0	-29.0	94.0	94.0	95.0	0.0	94.6	93.0	37.6	-11.2	91.0
Cc1nnc(NN2CCOCC2)[nH]c1=O	99.0	0.6	101.0	97.0	99.0	-5.0	103.4	100.0	2.2	3.8	100.0
Cc1cc2ccccc2c(=O)n1CC(=O)N(C)c1ccc(F)cc1	100.0	-1.9	100.0	100.0	96.0	0.0	101.2	101.0	2.1	/	100.0
COc1cc2ncnc(NCCc3ccccc3)c2cc1OC	96.0	-22.1	93.0	96.0	94.0	-1.0	102.1	95.0	26.9	-41.5	99.0
O=C(CSc1nnc(-c2ccccc2)c(-c2ccccc2)n1)NC1CCS(=O)(=O)C1 (stereo not given)	94.0	-18.0	96.0	96.0	92.0	-1.0	99.2	92.0	5.2	/	104.0
Cc1cccc(Cn2cnc3c(NS(C)(=O)=O)c(C)c(C)cc32)c1	95.0	6.6	94.0	94.0	96.0	-4.0	104.7	95.0	18.5	-9.3	98.0
O=C(COc1ccc(=O)n(-c2ccccc2)n1)Nc1ccccc1	101.0	-12.4	106.0	103.0	101.0	0.0	101.4	107.0	15.2	/	99.0
CCC(C)[C@H](NC(=O)Nc1ccc(S(N)(=O)=O)cc1)C(=O)O (stereo not given in full)	101.0	-3.1	102.0	100.0	98.0	-3.0	103.3	97.0	19.6	-19.6	97.0
O=C(CCN1C(=O)c2ccccc2S1(=O)=O)NCc1ccco1	99.0	-36.0	100.0	97.0	99.0	0.0	98.5	100.0	20.0	/	95.0
Cc1ccc(N(C(=O)CNC(=O)c2ccco2)C(C(=O)NCC2CCCO2)c2ccccc2)cc1 (stereo not given)	103.0	-22.1	104.0	101.0	101.0	-6.0	101.0	101.0	0.2	/	98.0
Cc1cccc(C)c1N=C1NN=C(c2ccccc2F)CS1	103.0	-63.1	107.0	102.0	100.0	-7.0	96.8	102.0	-12.0	-3.8	102.0
COc1cccc(-n2c(SCC(=O)NC(C)(C)C)nnc2-c2ccoc2C)c1	99.0	-26.9	101.0	102.0	100.0	0.0	90.7	99.0	2.5	-1.7	97.0
CCCCOc1cc(C)nc(NCc2ccccc2)n1	95.0	-5.4	98.0	96.0	97.0	-2.0	93.4	96.0	0.0	/	94.0
